Wnt bcat act: activators of Wnt/beta-catenin signaling. activation, % at 9.35 µM. hit rate 1.2% among 300,000. Wnt/beta-catenin reporter cell assay, activator, plate reader; in the data active = activation above about 30%, passing the limit was not always enough;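 note: 0% = neutral control wells and 100% = positive control wells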
dFosB activator: mouse delta FosB homodimer activation; purified delta FosB, TAMRA-CDK5 oligo fluorescence polarization; percent of positive-control signal above neutral wells; activation, % at 25 µM; hit rate 0.99% among 340,000; AID 493131;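 active = mean activation above about 17%, with every replicate also reaching it, limit read from the data, passing the limit was not always enough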;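 note: fluorescence polarization rise as delta FosB binds a TAMRA Cdk5 AP-1 oligo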
Target sequence (P13346 whole entry, looked up): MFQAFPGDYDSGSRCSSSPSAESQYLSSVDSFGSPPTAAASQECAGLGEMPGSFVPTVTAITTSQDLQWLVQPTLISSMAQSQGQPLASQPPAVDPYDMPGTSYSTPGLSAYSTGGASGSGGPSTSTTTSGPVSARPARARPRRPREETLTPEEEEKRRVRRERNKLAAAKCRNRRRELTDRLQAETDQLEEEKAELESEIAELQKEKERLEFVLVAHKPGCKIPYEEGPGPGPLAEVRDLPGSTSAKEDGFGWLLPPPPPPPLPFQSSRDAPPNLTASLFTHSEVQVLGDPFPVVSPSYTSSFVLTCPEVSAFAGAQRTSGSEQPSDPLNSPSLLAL
MITF TRPM1 HTS: activators of MITF-driven TRPM1 promoter activity in SK-MEL-5 cells. SK-MEL-5 TRPM1-promoter luciferase, 24 h; % of positive control, neutral wells = 0. activation, % at 12.5 µM. hit rate 0.75% among 300,000;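 active = mean activation of at least 80% with every replicate also reaching 80%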;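 note: 0% = neutral control wells and 100% = parthenolide positive control wells; values of inactives mirror those of a sister screen read the other way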
HTR5A inv ag: inverse agonist of human HTR5A in OPRM1-OPRD1 counter-screen. HTR5A cell line, luminescence, inverse agonism. P47898. hit rate 0.083% among 340,000. inhibition, % at 9.3 µM; in the data active = inhibition mostly above about 23%, no sharp cut-off; inactive = mostly below about 18%;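 note: 0% = cells with DMSO and 100% = no-cell wells with DMSO; some compounds called inactive have numbers as strong as hits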
CDK5 inh: blocks human CDK5/p35 kinase activity; Recombinant CDK5/p35, ADP-Glo luminescence, 60 min; Q00535+Q15078; hit rate 0.01% among 330,000; AID 488839; inhibition, % at 10 µM;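 active = highest replicate inhibition of at least 50% and at least 75% of replicates reaching 50%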;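 note: plate controls were DMSO neutral control for no effect and GW8510 at 10 µM for full effect; many of its hits are not listed in these tables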
HTR5A ag: HTR5A agonism, opioid heterodimer counter-screen; P47898; HTR5A agonist assay, luminescence, cell-based; activation, % at 9.3 µM; hit rate 0.61% among 340,000; AID 504692; in the data active = activation mostly above about 9.5%, no sharp cut-off; inactive = mostly below about 7.6%;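 note: 0% = cells with vehicle only and 100% = reference agonist; strong numbers were not always called active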
SR-BI HDL uptake: mouse SR-BI HDL lipid transfer inhibition; ldlA[mSR-BI] CHO cells, DiI-HDL uptake fluorescence, 3 h; inhibition, % at 12.5 µM; hit rate 0.96% among 320,000; AID 488896;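 active = mean replicate inhibition of at least 70% and a set share of replicates each scoring 70 or more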;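 note: 0% = median of neutral control wells and 100% = median of positive control wells; values of inactives mirror those of a sister screen read the other way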
Target sequence (Q61009 whole entry, looked up): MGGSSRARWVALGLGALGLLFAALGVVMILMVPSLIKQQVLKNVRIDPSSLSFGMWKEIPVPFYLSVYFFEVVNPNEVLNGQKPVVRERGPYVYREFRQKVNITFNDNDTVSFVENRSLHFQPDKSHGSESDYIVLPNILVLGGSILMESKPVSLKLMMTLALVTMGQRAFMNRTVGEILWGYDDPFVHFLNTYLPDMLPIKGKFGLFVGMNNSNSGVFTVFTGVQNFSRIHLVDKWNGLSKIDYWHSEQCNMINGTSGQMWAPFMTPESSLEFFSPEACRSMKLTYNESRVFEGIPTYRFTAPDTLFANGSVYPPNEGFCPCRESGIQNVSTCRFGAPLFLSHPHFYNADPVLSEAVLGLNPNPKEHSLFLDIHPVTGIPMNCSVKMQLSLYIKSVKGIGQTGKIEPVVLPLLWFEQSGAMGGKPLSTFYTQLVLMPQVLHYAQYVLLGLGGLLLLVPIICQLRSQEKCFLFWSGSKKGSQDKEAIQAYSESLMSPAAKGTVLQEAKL
NSD2 HMT inh: NSD2 (human) methyltransferase inhibition; O96028; NSD2 peptide methylation, AlphaScreen, 120 min; inhibition, % at 12.5 µM; hit rate 0.54% among 310,000; AID 743445; in the data active = inhibition above about 50%
V-ATPase pHluor: alters yeast V-ATPase proton transport | AID 504577 | hit rate 0.37% among 350,000 | S. cerevisiae, pHLuorin cytosolic pH fluorescence | response, % at 10 µM; in the data active = response mostly above about 7.3%, no sharp cut-off; inactive = mostly below about 5.4%; note: actives read high; inactives centre near 0; some compounds called inactive have numbers as strong as hits; reference of the scale not given here
PvdQ inh: P. aeruginosa PvdQ acylase inhibition | purified PvdQ acylase, fluorescence plate reader | hit rate 0.063% among 340,000 | AID 488965 | inhibition, % at 10 µM; in the data active = inhibition above about 30%, passing the limit was not always enough;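 note: 0% = vehicle neutral wells and 100% = reference inhibitor wells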
Active calls of the source: *; x = not tested or not shown. Outcome played no part in choosing rows (roughly 5% active in at least one column).

cpd | mol | Wnt bcat act | dFosB activator | MITF TRPM1 HTS | HTR5A inv ag | CDK5 inh | HTR5A ag | SR-BI HDL uptake | NSD2 HMT inh | V-ATPase pHluor | PvdQ inh
1 | COc1ccc(-c2nc(NC(=O)c3ccc(OCC(=O)Nc4ccc(F)cc4)c(OC)c3)sc2C)cc1 | -13 | -1 | -30 | 6 | -1.1 | 15* | 32 | -1 | -2 | 1
2 | O=[N+]([O-])c1ccccc1S(=O)(=O)NC1CC2CCC1C2 (stereo not given) | -2 | -2 | -8 | -3 | -0.5 | 1 | -5 | 1 | -3 | -16
3 | CCc1noc(C)c1C(=O)Nc1nc(-c2cc(C)ccc2C)c(C)s1 | -3 | -11 | -7 | -9 | -1.0 | 1 | 28 | 0 | 0 | 3
4 | CC(C)CCNC(=O)NC(=O)COC(=O)C1CCN(S(=O)(=O)c2ccccc2F)CC1 | x | -2 | -1 | 1 | 3.1 | 0 | -11 | x | -1 | -8
5 | Cc1ccccc1C(=O)NC1CCN(Cc2nnnn2C(C)(C)C)CC1 | 7 | 3 | -9 | 17 | 3.2 | 0 | -30 | 0 | -2 | -10
6 | CC(NC(=O)COc1cc(=O)n(C)c2ccccc12)c1ccc2c(c1)OCCO2 (stereo not given) | -7 | -3 | x | -5 | 0.0 | 2 | -22 | x | -2 | -14
7 | COC(=O)c1ccccc1NC(=O)NC1CC1 | 0 | -7 | 1 | 1 | -1.4 | 1 | -17 | -3 | 2 | -7
8 | COc1ccc(CN=C(Nc2ccccc2)SC2CC(=O)N(C)C2=O)cc1 (stereo not given) | -1 | -7 | -1 | 3 | -0.1 | -4 | -33 | -3 | -2 | 1
9 | Cc1ccccc1N1CC(C(=O)N2CCCCCC2)CC1=O (stereo not given) | -2 | -1 | -2 | -1 | 0.7 | 1 | -3 | 3 | -1 | -13
10 | Nc1cc(=O)[nH]c(SCC(=O)Nc2cc(Cl)cc(Cl)c2)n1 | -3 | -11 | -3 | -12 | 1.4 | 5 | 20 | 1 | 4 | 10
11 | COc1ccc(S(=O)(=O)NCCOc2ccccc2)cc1OC | x | -6 | -4 | -22 | -0.1 | -3 | 14 | -3 | 1 | -6
12 | CCC/C=N/NC(=O)c1[nH]c2c([N+](=O)[O-])cccc2c1C | -5 | -8 | 9 | -1 | -2.4 | 1 | -9 | -1 | x | -9
13 | Brc1ccccc1OCCCCN1CCCCC1 | -2 | -19 | x | -8 | -1.1 | 2 | -9 | 3 | 1 | -12
14 | O=C1ON=C(c2ccc(Cl)cc2)/C1=C/c1ccc(O)cc1 | -1 | x | x | x | x | x | -10 | 1 | x | 8
15 | COc1cc(NC(=O)C2CCC(CNc3c(N4CCCCC4)c(=O)c3=O)CC2)cc(OC)c1 (stereo not given) | -3 | -7 | -9 | 3 | -1.1 | -1 | 21 | x | -2 | -10
16 | CC(C)C(=O)NCC(c1ccc2c(c1)OCO2)N1CCOCC1 (stereo not given) | 0 | 2 | 3 | 5 | 1.5 | 2 | -17 | -3 | 0 | -5
17 | CCOC(=O)C1CCCN(S(=O)(=O)c2ccc(Br)s2)C1 (stereo not given) | x | -2 | -2 | -30 | 0.1 | 11 | 3 | -4 | 1 | -6
18 | CCNc1nc(NCC)nc(OCCOC(=O)COc2ccc(Cl)cc2Cl)n1 | 1 | 3 | -10 | -33 | 1.5 | 12 | -11 | -1 | 5 | -15
19 | O=C1C2CC=CCC2C(=O)N1n1cnnc1 (stereo not given) | -2 | 5 | -11 | -29 | -0.3 | 2 | 7 | -3 | -1 | -8
20 | Cc1cc(C(=O)COC(=O)c2ccc(O)cc2O)c(C)n1-c1ccc(OC(F)F)cc1 | -1 | 0 | -22 | -12 | 0.7 | 27* | 31 | -1 | -1 | 7
21 | CC(C)CCOc1ncnc2c1sc1nc3c(cc12)CSC(C)(C)C3 | x | -2 | 30 | -12 | 1.1 | 1 | 0 | -2 | 2 | -19
22 | CCc1nc2ccccc2c(C(=O)OCC(=O)N(CC(C)C)c2c(N)n(Cc3ccccc3)c(=O)[nH]c2=O)c1C | -5 | 5 | -3 | -21 | -0.2 | 7 | 60 | 1 | -2 | -8
23 | CC1(C)Oc2ccc3ccc(=O)oc3c2[C@@H](O)[C@H]1O | 1 | 2 | 8 | -9 | -0.2 | 8 | -16 | x | -1 | 7
24 | Cc1cc(-n2c(C)cc(C(=O)CN3C(=O)NC4(CCCCCC4)C3=O)c2C)no1 | -3 | -16 | -11 | -14 | -0.2 | 5 | 4 | 2 | 4 | 6
25 | Cc1ccc(NC(=O)C(=O)NCC2CCCO2)cc1C (stereo not given) | 0 | -13 | 74 | -25 | 0.7 | 6 | x | -2 | 0 | -12
26 | CNC(=S)/N=C(/Nc1ccccc1)c1ccccc1 | 1 | -8 | -4 | -5 | 0.0 | 2 | -25 | 4 | -2 | -12
27 | CCn1c2ccccc2c2cc(NC(=O)C(C)OC(=O)c3ccc(NC(=O)CC#N)cc3)ccc21 (stereo not given) | -16 | 18* | -40 | -1 | -1.8 | 0 | 29 | 0 | 3 | -10
28 | CC(C)[C@H](NC(=O)OC(C)(C)C)c1nnc(SCC(=O)Nc2ccc(Br)cc2)o1 | -5 | -10 | x | -32 | -0.7 | 0 | -2 | -1 | 1 | 9
29 | Cc1ccc(C(=O)NCc2ccccn2)cc1NC1=NC2CS(=O)(=O)CC2S1 (stereo not given) | 1 | 0 | x | -21 | -0.8 | -1 | -32 | x | -3 | -3
30 | CSCC[C@H](NC(=O)OC(C)(C)C)C(=O)N1CCC(C(=O)N[C@@H](C)C(=O)NCc2ccc(F)cc2)CC1 | -1 | -12 | -1 | 6 | -3.4 | 3 | -7 | x | -3 | -10
31 | Cc1ccc(N2C(=O)C3CCCN3C2=S)cc1C (stereo not given) | -2 | 2 | -5 | -19 | -0.3 | 5 | 0 | -1 | -2 | 15
32 | CC1=C(C(=O)Nc2ccccc2)C(c2cccs2)C(C#N)=C(SCC#N)N1 (stereo not given) | -7 | -8 | -4 | 6 | -0.3 | -2 | 12 | 1 | 4 | -16
33 | COc1cc(NC(=O)C2=CC(c3ccc(C)cc3)=NS(=O)(=O)N2C)cc(OC)c1OC | -2 | -4 | -24 | 13 | -4.5 | -5 | 47 | x | -3 | -5
34 | O=C(CCSCc1ccccc1Cl)NC1CCCC1 | 16 | -2 | -1 | -55 | 1.6 | 4 | 6 | 0 | -6 | 11
35 | CCOc1ccc(C(=O)Nc2nnc(NC(=S)Nc3ccccc3)s2)cc1 | 0 | 5 | 49 | 5 | 2.0 | -1 | 85* | -3 | 3 | -16
36 | COc1ccc(Cc2noc(CN3CCC(c4ccncc4)CC3)n2)cc1OC | -2 | 2 | -7 | 20 | 0.2 | 8 | x | -7 | -5 | 5
37 | Oc1cccc(/C=N/n2c(C3CCCCC3)n[nH]c2=S)c1 | 2 | -4 | x | 11 | 3.1 | -3 | -20 | 8 | 4 | 3
38 | CCCc1nc(-c2cc3ccc(C)cc3[nH]c2=O)no1 | x | -12 | x | 4 | -0.8 | -1 | x | -9 | 3 | -15
39 | CCN(CC)C(=O)Oc1ccc(OC(=O)N(CC)CC)cc1 | -1 | -6 | 2 | -8 | 0.2 | 3 | 15 | 6 | 1 | 10
40 | O=C(NC(=S)N(CCO)Cc1ccccc1)c1cc(Br)ccc1Cl | -1 | -7 | -6 | 13 | -1.8 | -5 | -12 | 0 | -3 | -1
41 | COc1ccc(/C=C2\CCn3c2nc2cc(C(=O)O)ccc2c3=O)cc1OC | -1 | -5 | 15 | -8 | 1.0 | 0 | 3 | 1 | -4 | -5
42 | Cc1nn(C)c(C)c1C1C(C#N)=C(N)OC2=C1C(=O)CCC2 (stereo not given) | -1 | 1 | 5 | -3 | -1.2 | 1 | 1 | -2 | 6 | -14
43 | COc1ccc(/C=C(/NC(=O)c2ccccc2)C(=O)NCc2ccco2)cc1 | 1 | -3 | -8 | 0 | -0.5 | -5 | -21 | -6 | 4 | -5
44 | CC(C)OC(=O)Cn1c(-c2ccccc2)c(-c2ccccc2)nnc1=O | -1 | -12 | x | 17 | -2.5 | -1 | -17 | 2 | -1 | -14
45 | CSc1ccc(C#N)cc1NC(=O)c1ccc(Cl)nc1 | -1 | 0 | 7 | 9 | -8.6 | 0 | 11 | 0 | 1 | -2
46 | Cc1cccc(NC(=O)c2cccc3c2-c2ccccc2C3=O)n1 | 3 | -1 | -4 | -8 | -1.6 | 3 | 3 | -2 | -1 | -6
47 | COC1=CCC2([N+](=O)[O-])CN(CCO)CC1([N+](=O)[O-])C2 (stereo not given) | 0 | -2 | -5 | 15 | -0.8 | -4 | -35 | 4 | 4 | 12
48 | Cn1c(CN2CCCCC2)nc2cc(NC(=O)c3ccccc3Cl)ccc21 | -3 | 3 | -24 | 6 | -0.7 | -1 | 11 | -1 | 7 | -7
49 | O=C(O)C1CCCN1S(=O)(=O)c1ccc(Br)cc1 (stereo not given) | -2 | -6 | 1 | -3 | 1.0 | 1 | -14 | -5 | -1 | 16
50 | COC(=O)[C@@H]1C[C@@H]2CC[C@@H](O)C[C@@H]2N1Cc1ccccc1OS(=O)(=O)c1ccc(C)cc1 | -1 | 14 | -5 | -6 | -0.1 | 6 | -15 | x | -3 | -8
51 | CC1C(=O)N2CCCc3cc(S(=O)(=O)NCc4ccc(Cl)cc4)cc1c32 (stereo not given) | -2 | -17 | 0 | 12 | -2.0 | -3 | -19 | 2 | 2 | -22
52 | CCN(Cc1cn2cccnc2n1)C1CCCCC1 | -1 | -4 | -6 | -15 | -1.4 | 1 | -2 | -1 | 0 | -23
53 | COc1ccc(NC(=O)c2cccc(OC(F)F)c2)cc1Cl | x | -8 | 52 | -37 | 1.9 | 0 | 54 | -4 | -1 | -3
54 | C=C(C)CNC(=S)N=Nc1c(O)[nH]c2ccc([N+](=O)[O-])cc12 | -4 | -1 | -11 | 18 | -0.1 | -7 | 49 | -3 | -1 | -5
55 | CC(=NNC(=S)N1CCCCCC1)c1ccccn1 | -3 | -5 | x | -29 | 1.5 | 8 | 22 | 32 | 25 | 10
56 | Cc1ccccc1NC(=O)C1CCCN(C(=O)NCc2ccccc2)C1 (stereo not given) | -2 | -2 | -11 | 9 | 3.0 | -4 | -10 | -2 | 1 | -16
57 | O=C(NCc1ccco1)C1CC(=O)N(c2ccc(Cl)cc2)C1 (stereo not given) | -4 | 6 | -5 | -1 | 0.2 | 1 | -10 | -3 | 7 | 10
58 | COc1cc(C(=O)N(Cc2cccc(Cl)c2)C2CCS(=O)(=O)C2)cc(OC)c1OC (stereo not given) | x | -5 | x | 19 | -1.1 | -7 | 3 | 4 | 1 | -6
59 | COCCCN(C(=O)CCSc1ccc(F)cc1)c1c(N)n(Cc2ccccc2)c(=O)[nH]c1=O | -3 | -2 | 2 | 20 | -0.1 | -8 | -24 | -1 | -3 | 8
60 | Nn1c(-c2ccco2)n[nH]c1=S | -5 | 5 | 1 | 14 | 0.8 | -5 | -6 | 1 | -1 | -7
61 | COc1ccc(C)cc1NC(=O)CN1C(=O)CSc2ccc(S(=O)(=O)N3CCCC3)cc21 | 0 | -12 | -14 | -16 | 2.4 | -2 | -12 | -4 | 0 | -14

Bioassay records deposited in PubChem BioAssay by several laboratories.
